SUMO1 PPI mod – alters human SUMO1 binding to SIM partners. P63165. SUMO1 binding to a labelled peptide, TR-FRET, 1 h. inhibition, % at 20 µM. 360,000 compounds, 0.33% hits. AID 602429; in the data active = inhibition above about 37%
Target sequence (P63165 whole entry, looked up): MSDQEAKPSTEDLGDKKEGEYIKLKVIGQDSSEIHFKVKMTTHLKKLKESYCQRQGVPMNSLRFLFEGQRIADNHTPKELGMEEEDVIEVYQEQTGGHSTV
NadD inh – blocks S. aureus nicotinate mononucleotide adenylyltransferase; purified NadD enzyme, colorimetric absorbance read-out; inhibition, % at 20 µM; 360,000 compounds, 0.78% hits; in the data active = inhibition above about 26%; also: some compounds past the cut are filed as inactive
Scp-1 inhibitor – inhibitors of human Scp-1 phosphatase | Q9GZU7 | Recombinant Scp1, phosphopeptide, malachite green phosphate absorbance | inhibition, % at 20 µM | 340,000 compounds, 0.88% hits | AID 493091;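 active = inhibition above about 50% at 20 µM, limit read from the data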;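 also: plate controls were DMSO wells with enzyme for no effect and wells lacking enzyme for full effect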
Target sequence (Q9GZU7 76-261 limits assumed): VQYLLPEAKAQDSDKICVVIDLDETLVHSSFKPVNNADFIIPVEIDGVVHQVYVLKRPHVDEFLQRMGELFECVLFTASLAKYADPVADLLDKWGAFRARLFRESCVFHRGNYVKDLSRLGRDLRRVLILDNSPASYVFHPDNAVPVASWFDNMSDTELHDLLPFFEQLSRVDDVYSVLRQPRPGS
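Test system: SCP-1 phosphatase catalytic domain, residues 76-261; measured by: colorimetric phosphate reagent with accelerator and stabiliser, absorbance at 630 nm; timing: enzyme reaction 45 min at room temperature, colour 5 min, stabilisation 30 min; also added: Phosphorylated 17-residue peptide substrate; compound dosing: one concentration, 20 µM, with 1.0% DMSO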
NRP1-CendR mod – NRP-1/CendR interaction modulation; inhibition, % at 25 µM; AID 602438; FAM-RPARPAR peptide binding to NRP-1, fluorescence polarization; 360,000 compounds, 0.85% hits; O14786;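 active = inhibition or corrected inhibition above about 18%, plus a signal ratio from 0.5 to 1.5, limit read from the data, passing the limit was not always enough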; also: strong numbers were not always called active
LMPTP inh – LMPTP (human) inhibition; P24666; recombinant LMPTP-A, OMFP fluorogenic substrate, fluorescence intensity; inhibition, % at 20 µM; 360,000 compounds, 0.22% hits; AID 651560;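 active = compounds that cut the enzyme signal by at least half of the control window in the single-dose screen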;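 also: plate controls were DMSO wells with enzyme plus substrate for no effect and substrate without enzyme for full effect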
Target sequence (P24666 whole entry, looked up): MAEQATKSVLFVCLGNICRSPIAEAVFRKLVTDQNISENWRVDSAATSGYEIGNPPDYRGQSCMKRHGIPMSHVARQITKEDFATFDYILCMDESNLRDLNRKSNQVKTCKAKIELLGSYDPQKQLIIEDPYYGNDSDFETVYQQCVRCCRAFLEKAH
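test system = LMPTP-A | amount = 0.625 nM LMPTP-A final | reagent = fluorogenic phosphatase substrate OMFP at 400 µM final | incubation = 50 min at room temperature | benchmarks = no-enzyme low control, uninhibited high control | medium = Bis-Tris pH 6.0, DTT, detergent | signal = fluorescence intensity of OMFP turnover product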
MT1-MMP act inh – inhibitors of human MT1-MMP activation; 360,000 compounds, 0.061% hits; GFP/RFP ratio change, % at 20 µM; P50281; HT1080 RFP-PRO-GFP cells, GFP/RFP ratio fluorescence, overnight; percent of plate control window, DMSO zero;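 active = GFP/RFP ratio change of at least 30% with cell ATP level not reduced by more than half and red fluorescence within 50% of control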; also: strong numbers were not always called active
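Assay system: HT1080 cells carrying an RFP-PRO-GFP reporter | Dosing: Single dose of 20 µM compound, 1% DMSO final | Incubation: Cells overnight before dosing, compound overnight, 37 °C, 5% CO2 | Evaluation: GFP/RFP fluorescence ratio | Control set: DMSO and RFP-L50D-GFP cell wells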
Rpn11 block – blocks the human proteasome subunit Rpn11 | O00487 | calls only at 20 µM | human 26S proteasome, Ub4-pepOG fluorescence polarization; 20S core pre-blocked with epoxomicin | 360,000 compounds, 0.59% hits;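 active = inhibition at 20 µM, scaled to each plate's controls, above about 33%, limit read from the data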
Target sequence (O00487 whole entry, looked up): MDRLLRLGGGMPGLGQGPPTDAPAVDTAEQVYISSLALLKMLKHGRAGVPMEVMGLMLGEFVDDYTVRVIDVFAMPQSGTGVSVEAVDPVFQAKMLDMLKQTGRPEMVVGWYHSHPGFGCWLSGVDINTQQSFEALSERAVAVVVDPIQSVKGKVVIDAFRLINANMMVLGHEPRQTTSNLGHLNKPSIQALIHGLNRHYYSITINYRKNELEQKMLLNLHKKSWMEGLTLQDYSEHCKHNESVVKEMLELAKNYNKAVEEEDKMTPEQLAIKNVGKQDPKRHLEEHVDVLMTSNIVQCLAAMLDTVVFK
STEP block – inhibitors of human striatal-enriched phosphatase STEP; P54829; inhibition, % at 20 µM; recombinant STEP, OMFP fluorogenic substrate, fluorescence; 360,000 compounds, 0.25% hits;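 active = inhibition at 20 µM, scaled per plate between control wells, above about 37%, limit read from the data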;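 also: 0% = DMSO with enzyme and substrate and 100% = substrate only without enzyme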
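Assay system: isolated STEP enzyme / Timing: 20 min at room temperature, dark / Doses: 20 µM, 1% DMSO / Technique: fluorescence intensity, excitation 480 nm, emission 540 nm / Reagent: fluorogenic phosphatase substrate OMFP at 25 µM final / Measure: percent inhibition scaled to no-enzyme and uninhibited-enzyme controls, plate-pattern corrected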
SKN-1 block – blocks SKN-1 activity in C. elegans; AID 624304; inhibition, % at 21.8 µM; 360,000 compounds, 0.49% hits; C. elegans VP596 Pgst-4::GFP/RFP ratio, acrylamide-induced, 24 h;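 active = interference check ratio from 0.5 to 1.5 plus GFP to RFP signal ratio inhibition reaching or exceeding a fixed threshold, cut at about 30% in these data, passing the limit was not always enough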; also: some compounds called inactive have numbers as strong as hits
DNMT1 block – blocks human DNA methyltransferase DNMT1; DNMT1 molecular beacon, Hinp1I cleavage, fluorescence; P26358; inhibition (reported as % activation of signal), % at 10 µM; 360,000 compounds, 0.83% hits; in the data active = inhibition above about 50%
Starred values were filed as active, the others as inactive; i = inactive; . = not tested or not shown.

Compound,SUMO1 PPI mod,NadD inh,Scp-1 inhibitor,NRP1-CendR mod,LMPTP inh,MT1-MMP act inh,Rpn11 block,STEP block,SKN-1 block,DNMT1 block
COc1ccc(-c2cc(-c3nc4ccccn4c3NCc3ccccc3)ccc2OC)cc1,0,-8,14,4,11,14,i,2,-1,-24
O=C1NC[C@@H](CCCCN2CCN(CCc3ccc(O)cc3)C(=O)C2=O)N(CC2CCCCC2)C1=O,1,-5,.,5,-0.9,4,.,.,-5,.
Cc1ccc(CNC(=O)CNS(=O)(=O)c2ccc(Br)s2)cc1,8,-7,-2,0,-1.6,5,i,-2,4,-3
O=C(NCc1ccccc1)c1cc(C2CCCCN2C(=O)c2ccccc2)on1 (stereo not given),0,-6,.,18,-0.4,1,i,1,1,-1
CC1CCc2sc(C(=O)N3CCN(c4ncccn4)CC3)cc2C1 (stereo not given),-4,-11,-5,14,0.4,-2,i,1,4,0
Cc1ccc(C)c(S(=O)(=O)N(C)C2CCS(=O)(=O)C2)c1 (stereo not given),-1,1,-7,5,0.3,-1,i,2,0,0
COc1cc2cnc(-c3ccccc3)c(-c3cc(OC)c(OC)c(OC)c3)c2cc1OC,2,1,61*,2,0.5,1,i,-1,1,3
Nn1c(SCC(=O)N2CCc3ccccc3C2)nnc1-c1cccs1,1,-2,-3,10,-2.1,-1,i,-10,-20,0
N[C@@H](Cc1ccccc1)c1nnc(SCc2ccccc2F)o1,1,3,1,-2,-1.9,3,i,-3,-19,0
FCCCOc1ccc(/C=N/OCc2ccc(Cl)cc2Cl)cc1,-4,6,-7,2,1.4,2,i,-1,-2,-2
CCOC(=O)c1c(NC(=O)CC2Sc3ccc(C(F)(F)F)cc3NC2=O)sc(C)c1C (stereo not given),-3,-1,-2,-13,-4.0,1,i,-4,5,4
COc1cc(O)c(C(CC(=O)N2CCCC(C)C2)c2ccc3c(c2)OCO3)c(OC)c1 (stereo not given),0,1,0,15,2.7,-1,i,-4,17,-38
COc1cc(/C=C(\C#N)C(=O)Nc2ccccc2)ccc1OCCN1CCOCC1,-24,-7,-2,6,-1.6,0,i,2,-7,1
CCOC(=O)CN1C(=O)S/C(=C/c2cc(C)n(C)c2C)C1=O,-18,-6,-14,7,0.5,4,i,2,-23,-2
CC(=O)Nc1ccc(S(=O)(=O)N2CCCCC2C(=O)O)cc1 (stereo not given),4,-5,-6,9,-1.1,-2,i,0,-16,-2
Cc1nn(-c2ccccn2)c2c1C(=O)C(Br)CC2 (stereo not given),11,-2,-5,8,-1.5,0,i,-2,-1,3
Cn1c(CNC(=O)CCNC(=O)c2ccc(F)c(F)c2)cc(=O)n(C)c1=O,2,-6,4,8,-1.3,-1,i,0,2,-3
CCOC(=O)Cc1csc(NC(=O)C2CCCN(S(=O)(=O)c3cnc[nH]3)C2)n1 (stereo not given),2,-1,-12,-4,-0.1,-3,i,-1,20,0
CCCCC(=O)N/C(N)=N/c1nc2ccccc2o1,5,-2,-4,13,-0.4,6,i,3,15,1
CCOc1ccc(NC(=O)CN2CCC(n3cnc4cc(F)ccc43)CC2)cc1,-2,-6,-4,2,-1.8,2,i,2,3,-1
CCC(=O)N1c2ccccc2NC2=C(C(=O)CC(C)(C)C2)C1c1ccc(O)c(OC)c1 (stereo not given),1,0,6,5,-0.9,1,i,-2,5,1
Cc1ccnc(NS(=O)(=O)c2ccc(NC(=O)C3CC3)cc2)n1,-3,-1,-5,11,-0.8,-4,i,4,17,0
Cc1cc(N2CCN(C)CC2)nc2ccc(NC(=O)c3ccccc3F)cc12,0,-13,0,0,0.3,2,i,-1,13,2
Cc1ccc(S(=O)(=O)N2CCN=C2SCc2ccc(Cl)c(Cl)c2)cc1,0,9,2,4,-0.6,5,i,-3,4,4
COc1ccccc1CC(=O)NCC1CCCO1 (stereo not given),3,-1,1,22,-2.5,8,i,-2,2,0
COc1ccc(CNCCSc2nnnn2C)cc1OC,3,-3,0,2,-1.5,-2,i,1,-21,-5
CCOC(=O)CSc1nc(-c2ccc3c(c2)OCO3)ccc1C#N,0,-1,-4,5,1.3,6,i,-3,12,6
CCOc1cc(C=O)ccc1OCCSc1ccc(Cl)cc1,-4,3,-14,1,3.3,-7,i,0,8,5
CCOC(=O)c1c(C)[nH]c(C)c1S(=O)(=O)N(C)CC(=O)Nc1ccccc1OC,7,-1,-2,0,-1.6,-1,i,-1,-5,0
CC(=O)OC1CC(n2ccc(NC(=O)c3ccccc3)nc2=O)OC1CO (stereo not given),-2,-2,-3,0,0.0,4,i,1,0,-1
Fc1ccc(C2c3cccn3CCN2C(=S)Nc2cccc(F)c2)cc1 (stereo not given),-1,-2,-7,-6,1.3,1,i,-3,2,-5
O=C(O)c1cnn2cc(-c3[nH]ncc3[N+](=O)[O-])cnc12,0,-1,-8,-1,0.0,0,i,3,6,0
O=C(Cc1c[nH]c2ccccc12)NCc1ccc2c(c1)OCO2,6,-3,0,0,-1.2,-11,i,4,-1,-3
CCCc1ccc2ccc3ccccc3c2n1,4,0,.,13,2.2,4,i,1,23,12
Cc1cc(C)nc(-n2nc(C)c3c(C(F)F)cc(C)nc32)n1,-1,3,-6,10,-1.5,-3,i,-3,-7,12
COC(=O)COc1cc(C)cc2oc(=O)c(CC(=O)OC)c(C)c12,-4,-2,-12,4,0.4,-2,i,-2,-11,2
COc1ccc(NC(=O)C(NC(=O)Cc2cccs2)c2ccc(C)cc2)cc1 (stereo not given),1,-2,-8,0,-1.4,0,i,-1,5,-4
CC(C)(C)n1nnnc1C(c1ccc(F)cc1)N1CCN(Cc2ccc3c(c2)OCO3)CC1 (stereo not given),0,-5,48,-2,-1.5,-5,i,-2,-18,2
Cc1ccc(-c2cc(C(=O)N3CCOCC3)no2)cc1,-4,-2,-1,5,1.1,5,i,-1,0,6
CCN1C(=O)c2cccc3c(S(=O)(=O)NCCc4c[nH]c5ccccc45)ccc1c23,-17,4,-12,-1,-0.5,2,i,3,16,-8
CCc1cc2c(CN3CCN(C)CC3)cc(=O)oc2cc1O,1,-5,-4,12,-30,-5,i,-3,-2,5
CC(CC(=O)Nc1ccc2c(c1)c(=O)n(C)n2Cc1cccc(C(F)(F)F)c1)C(F)(F)F (stereo not given),-3,-7,.,-40,0.4,-1,i,1,13,3
C#CCSc1nc(Cc2ccc(Cl)cc2)nc2ccccc12,0,9,-1,-4,2.7,-3,i,4,-1,-7
O=C(O)c1csc(-c2ccccc2)n1,2,-5,-1,7,-0.2,3,i,1,-1,0
Cc1ccc(S(=O)(=O)NC2(C(F)(F)F)NC(=O)N(c3ccccc3F)C2=O)cc1 (stereo not given),5,-5,-5,-1,-1.8,3,i,-1,17,-1
CC1(C(=O)Nc2ccccc2)CCN1C(=O)Cc1ccc(-c2ccccc2)cc1 (stereo not given),4,-5,.,-12,1.7,-4,i,2,22,-6
COc1cc(OC)cc(C(=O)Nc2ncc3c(n2)CC(C)(C)CC3=O)c1,-4,4,4,4,-1.1,1,i,-3,17,-1
COc1cc(/C=N/N2C(=O)C3C4c5ccccc5C(c5ccccc54)C3C2=O)ccc1O (stereo not given),-7,1,0,-6,-0.5,0,i,3,-4,2

Compounds from the list above with two or more sulfur atoms:
Compound,SUMO1 PPI mod,NadD inh,Scp-1 inhibitor,NRP1-CendR mod,LMPTP inh,MT1-MMP act inh,Rpn11 block,STEP block,SKN-1 block,DNMT1 block
Cc1ccc(CNC(=O)CNS(=O)(=O)c2ccc(Br)s2)cc1,8,-7,-2,0,-1.6,5,i,-2,4,-3
Cc1ccc(C)c(S(=O)(=O)N(C)C2CCS(=O)(=O)C2)c1 (stereo not given),-1,1,-7,5,0.3,-1,i,2,0,0
Nn1c(SCC(=O)N2CCc3ccccc3C2)nnc1-c1cccs1,1,-2,-3,10,-2.1,-1,i,-10,-20,0
CCOC(=O)c1c(NC(=O)CC2Sc3ccc(C(F)(F)F)cc3NC2=O)sc(C)c1C (stereo not given),-3,-1,-2,-13,-4.0,1,i,-4,5,4
CCOC(=O)Cc1csc(NC(=O)C2CCCN(S(=O)(=O)c3cnc[nH]3)C2)n1 (stereo not given),2,-1,-12,-4,-0.1,-3,i,-1,20,0
Cc1ccc(S(=O)(=O)N2CCN=C2SCc2ccc(Cl)c(Cl)c2)cc1,0,9,2,4,-0.6,5,i,-3,4,4
